# Bioassay records: PubChem BioAssay, National Center for Advancing Translational Sciences (NCATS)
# EPAC1 agonist – EPAC1 (human) agonism | AID 720707 | EPAC1 agonist qHTS, biochemical assay; response scale: 100% = response to 6.5 mM cAMP | hit rate 0.073% among 360,000 | Potency, µM (top dose mostly 154 µM), for the others: at the top dose activation, actives largely listed as activators; note: potency is the fitted concentration of half-maximal effect; nearly all actives have a fitted effect of over 60% in size
#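 Fluorescent GDP-exchange assay: 100 nM EPAC1 with 250 nM Rap1B preloaded with BODIPY-GDP and 50 uM GDP; compounds tested as concentration series, 5 min at room temperature, then read every 5 min for 30 min (ex 480/em 540 nm); normalized to 6.5 mM cAMP.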
# IL-2 act – activates IL-2 in a cell-based reporter assay; hit rate 0.065% among 360,000; IL-2 activation reporter assay, cell-based qHTS; stimulated with anti-CD3/CD4/CD28 beads; in transgenic mouse T cells; activation, % (series mostly up to about 46 µM); in the data active = activation above about 50%; inconclusive = mostly about 30% to 49%; note: 0% is about no effect
#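 Readout: EGFP and DsRed signals by fluorescent plate cytometry. Unstimulated transgenic mouse T cells received compound 60 min before antibody-bead stimulation, then incubated 18 h at 37 degrees C.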
# PI5P4K alpha inh – inhibitors of human PI5P4K alpha. PI5P4Kalpha enzyme, ADP-Glo luminescence, 60 min; active compounds read low. max response, %. hit rate 1.2% among 330,000; active = max response of -50% or lower; inconclusive = between -30% and -50%; inactive = -30% or higher; note: value at the top dose of about 77 µM; % is set by controls: 0 for no effect and ±100 for the full control effect
# Target sequence (P48426 whole entry, looked up): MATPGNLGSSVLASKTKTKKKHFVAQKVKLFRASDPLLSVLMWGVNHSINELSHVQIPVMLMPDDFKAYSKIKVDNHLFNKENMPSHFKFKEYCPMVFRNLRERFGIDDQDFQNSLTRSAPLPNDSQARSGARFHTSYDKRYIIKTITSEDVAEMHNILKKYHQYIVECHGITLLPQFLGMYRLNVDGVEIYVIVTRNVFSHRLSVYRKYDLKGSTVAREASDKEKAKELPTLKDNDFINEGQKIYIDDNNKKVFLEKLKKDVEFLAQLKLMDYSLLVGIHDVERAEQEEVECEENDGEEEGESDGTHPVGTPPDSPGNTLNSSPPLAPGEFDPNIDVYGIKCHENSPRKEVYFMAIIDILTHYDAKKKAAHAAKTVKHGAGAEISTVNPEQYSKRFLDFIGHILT
#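 Controls without substrate or without enzyme flank wells where PI5P4Kalpha converts substrate using 5 microM ATP (final). Incubation lasts 60 minutes at room temperature; ADP formed is read by ADP-Glo luminescence.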
# CCT chaperon mod – cytosolic chaperonin activity modulation; activity change, % (no concentration beside the values), hits read low; purified chaperonin ATPase assay, HTRF ADP detection, 30 min; hit rate 0.3% among 360,000; in the data active = activity change below about -30%; note: % is set by controls: 0 for no effect and ±100 for the full control effect
#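 We incubate TRiC, 40 or 20 nM final, with library compounds at 76 uM and 10 uM ATP for 30 min at 37 °C. ADP formed is detected with Transcreener HTRF reagents after 30 min at room temperature.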
# WRN inhibitor – WRN helicase (human) inhibition; hit rate 0.46% among 360,000; Q14191; Potency, µM (highest dose often 114 µM), for inactives: at the top dose activity change, negative = inhibition, actives largely listed as inhibitors; WRN helicase unwinding, fluorescent forked duplex, kinetic; note: potency is the fitted concentration of half-maximal effect; % is set by controls: 0 for no effect and ±100 for the full control effect; nearly all actives have a fitted effect of over 55% in size
#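 Kinetic fluorescence helicase assay: unwinding of a quenched forked DNA duplex (100 nM final) with 2 mM ATP final raises red fluorescence (525/598 nm). Compounds sat 15 min at room temperature with 20 nM WRN beforehand.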
# EPAC1 antagonist – EPAC1 (human) antagonism; EPAC1 GEF assay, Rap1b-BODIPY-GDP exchange fluorescence; Potency, µM (titrated, usually from 115 µM), for inactives: at the highest dose activity change, negative = inhibition, hits mostly inhibitors; hit rate 0.14% among 360,000; AID 720709;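 note: potency is the fitted concentration of half-maximal effect; plate controls were vehicle for no effect and positive control for full effect; nearly all actives have a fitted effect of over 50% in size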
# EPAC2 agonist – agonists of human EPAC2 (RAPGEF4). Q8WZA2. EPAC2 activation, biochemical qHTS; response scale: 100% = 6.5 mM cAMP response. Potency, µM (doses to about 154 µM), for inactives: top-dose activation, actives largely listed as activators. hit rate 0.079% among 360,000; note: potency is the fitted concentration of half-maximal effect; nearly all actives have a fitted effect of over 50% in size
#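 Exchange assay: 100 nM EPAC2 with 250 nM Rap1B-BODIPY-GDP and 50 uM GDP. Fluorescence (ex 480/em 540 nm) read every 5 min for 30 min at room temperature. Data normalized to 6.5 mM cAMP as agonist control.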
# PLK1 PBD inh – blocks phosphopeptide binding to human PLK1 polo-box domain; Plk1 PBD binding of FITC phosphopeptide, fluorescence polarization; hit rate 2.8% among 360,000; Potency, µM, without a hit: max response, negative = inhibition, hits mostly inhibitors; AID 720504; note: potency is the fitted concentration of half-maximal effect; series mostly up to about 57 µM; % is set by controls: 0 for no effect and ±100 for the full control effect; nearly all actives have a fitted effect of over 65% in size
# Target sequence (P53350 whole entry, looked up, the tested form may be a part): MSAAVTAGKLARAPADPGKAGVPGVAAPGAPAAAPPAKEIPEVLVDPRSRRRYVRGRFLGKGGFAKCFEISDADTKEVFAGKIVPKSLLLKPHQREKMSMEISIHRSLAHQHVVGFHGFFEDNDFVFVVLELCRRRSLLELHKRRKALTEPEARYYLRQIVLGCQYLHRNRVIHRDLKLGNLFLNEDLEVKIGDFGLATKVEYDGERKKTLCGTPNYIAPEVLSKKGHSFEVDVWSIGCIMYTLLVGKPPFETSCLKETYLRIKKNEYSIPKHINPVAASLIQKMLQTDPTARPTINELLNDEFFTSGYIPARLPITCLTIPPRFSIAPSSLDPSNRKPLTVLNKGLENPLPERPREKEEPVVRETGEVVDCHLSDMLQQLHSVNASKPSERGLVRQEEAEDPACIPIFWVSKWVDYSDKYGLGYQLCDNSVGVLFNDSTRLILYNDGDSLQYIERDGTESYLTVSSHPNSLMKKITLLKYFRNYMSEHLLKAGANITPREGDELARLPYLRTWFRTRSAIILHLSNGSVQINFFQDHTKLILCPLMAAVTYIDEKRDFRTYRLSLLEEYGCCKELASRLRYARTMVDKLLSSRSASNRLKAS
# Starred values were filed as active, the others as inactive; ? = inconclusive; nt = not tested or not shown; [ ] = dose if it differs, or a comment. Unless noted, calls come from the whole dose curve; as a rule, active = well fitted curve in the direction sought with a large enough effect; inconclusive = small, poorly fitted or top-dose-only effect, or another doubt; inactive = no such curve, though single readings can be large; an effect the other way counts as inactive or inconclusive. These rows are one share of the data, so the mix of outcomes need not match the whole.
no.	SMILES	WRN inhibitor	EPAC2 agonist	PLK1 PBD inh	CCT chaperon mod	EPAC1 antagonist	EPAC1 agonist	IL-2 act	PI5P4K alpha inh
1	CCOC(=O)c1oc2c(O)c(O)ccc2c(=O)c1-c1nncn1-c1ccccc1	-9%[57.1 µM]	10%	-4%	-3.1	1%	5%	0.0	1
2	C/C(Cc1ccccc1)=N\NC(=O)CNC(=O)c1ccc(Cl)cc1Cl	0%	-2%	4%	1.1	8%	-2%	-1.8	1
3	CC1CCN(c2nc3c(c(=O)[nH]c(=O)n3C)n2Cc2ccccc2Cl)CC1	1%	-14%	-6%	0.8	9%	-5%	-0.4	-2
4	CCOC(=O)c1ccc(NC(=O)c2sc3nc4n(c(=O)c3c2C)CCC4)cc1	-1%	7%	-15%	-9.7	-9%	2%	-1.7	7
5	COc1cccc2c1C(=O)c1c(O)c3c(c(O)c1C2=O)C[C@@](O)(C(=O)CO)C[C@@H]3O[C@H]1C[C@H](N)[C@H](O)[C@H](C)O1	56µM*	6%	?	-2.7	6%	?	-0.1	0
6	CCCC(CCC)c1nnc(NC(=O)c2ccco2)s1	10%	-8%	?	-1.7	-7%	-3%	0.1	-5
7	Cc1cc(N)nc(=O)n1C1CC(O)C(CO)O1 (centres undefined)	6%	4%	1%	1.1	1%	-1%	0.6	-2
8	CCC1C/C(=C\c2cc(OC)c(OC)cc2OC)C(=O)/C(=C/c2cc(OC)c(OC)cc2OC)C1 (centres undefined)	?	11%	23%	-0.7	-6%	1%	-2.0	12
9	O=C(Nc1nnc(SCC(=O)N2CCOCC2)s1)c1ccccc1	-20%	0%	?	-0.2	6%	6%	0.6	-5
10	O=S(=O)(Nn1cnnc1)c1ccccc1	2%	2%	-7%	0.8	12%	8%	0.5	-10
11	COc1cccc(OCC(=O)Nc2cc(Cl)ccc2Oc2ccccc2)c1	-3%	23%	?	-0.5	-24%	4%	-1.3	2
12	COc1ccc(-c2cc(C(=O)N3CCN(c4ccccn4)CC3)c3ccccc3n2)cc1	-13%	18%	-3%	-0.6	-15%	22%	-0.7	nt
13	CC(C)(C)c1ccc(C(=O)Nc2c3c(nn2C(C)(C)C)CS(=O)(=O)C3)cc1	1%	-8%	-3%	1.1	3%	3%	-3.1	0
14	COC(=O)c1ccc(C(=S)N2CCCCC2)cc1	-7%[57.1 µM]	-2%	-12%	1.4	?	2%	0.0	0
15	Cc1ccc(NC(=O)c2c(Cl)n(C)c3ccccc23)cc1	-10%	4%	-5%	0.4	0%	-7%	-3.7	5
16	O=C(c1ccc2c(c1)OCO2)N1CCN(c2ccccc2F)CC1	8%	-2%	-5%	-0.1	12%	-6%	-0.9	8
17	O=c1c2ccccc2nc2n1-c1ccccc1CCC2	-5%	7%	2%	-2.2	-4%	-3%	0.8	nt
18	C=COCCn1c(-c2nonc2N)nc2ccccc21	-5%	-7%	-1%	-3.2	-11%	-15%	0.4	-10
19	O=C(NCc1ccccc1)Nc1nnc([C@@H]2C[C@H](O)[C@@H](CO)O2)s1	11%	9%	2%	-1.2	11%	-16%	0.1	7
20	N#CCC1(O)C(=O)N(Cc2ccccc2)c2ccccc21 (centres undefined)	-4%	4%	-7%	-1.1	-3%	9%	1.2	0
21	O=C(NCc1ccc(C(F)(F)F)cc1)C1CC(c2c(Cl)cccc2Cl)=NO1 (centres undefined)	4%	-1%	-8%	0.1	-28%	-8%	-1.4	10
22	COc1cccc(NC(=S)NC(Cc2ccccc2)c2ccccc2)c1 (centres undefined)	-9%	18%	-2%	-1.5	-6%	8%	-3.5	0
23	COC(=O)Nc1nc2c(s1)CCCC2	2%	3%	-12%	0.9	0%	-2%	-2.8	nt
24	Nc1ccc(-c2nnc(-c3ccc(N)cc3)o2)cc1	-10%	3%	-7%	-12	-20%	-7%	-3.4	1

# Next part; the last 2 above are carried over.
no.	SMILES	WRN inhibitor	EPAC2 agonist	PLK1 PBD inh	CCT chaperon mod	EPAC1 antagonist	EPAC1 agonist	IL-2 act	PI5P4K alpha inh
23	COC(=O)Nc1nc2c(s1)CCCC2	2%	3%	-12%	0.9	0%	-2%	-2.8	nt
24	Nc1ccc(-c2nnc(-c3ccc(N)cc3)o2)cc1	-10%	3%	-7%	-12	-20%	-7%	-3.4	1
25	COc1ccc2nc(SCC(N)=O)[nH]c2c1	7%	6%	-3%	-0.9	18%	-6%	-3.1	nt
26	Cc1ccc(C)c(NS(=O)(=O)c2cc(Br)cnc2N)c1	-3%	-22%	-3%	-2.1	-6%	-11%	-0.3	0
27	COc1cccc(C(=O)/C=C2\Sc3ccccc3N2C)c1	-15%	21%	-12%	-2.4	-7%	9%	3.3	6
28	COCCNC(=O)C(=O)NCCN1CCOCC1	2%	3%	-5%	-1.5	-2%	5%	-0.3	-8
29	CCCc1ccc(C(=O)NNc2ccccc2F)cc1	5%	4%	-4%	-0.7	0%	-11%	-0.2	-1
30	Cn1c(/C(C#N)=C(\O)COc2ccc3ccccc3c2)nc2ccccc21	7%	0%	-7%	-2.1	5%	5%	-0.6	-3
31	COc1ccc(Cl)cc1-n1c(=S)sc2c(=O)[nH]c(SCC(=O)NCCC(C)C)nc21	-3%	-4%	-22%	-3.4	-13%	-9%	0.2	-1
32	Cc1ccsc1-c1n[nH]c(=S)n1C1CCCCC1	0%	1%	-12%	0.9	2%	-3%	-0.7	-6
33	CN1CC2([N+](=O)[O-])CC=C(OCCO)C([N+](=O)[O-])(C1)C2 (centres undefined)	-3%	-3%	-2%	1.2	0%	1%	-0.8	2
34	CC1CCC/C(=N\NC(=O)c2ccncc2)C1 (centres undefined)	4%	7%	-4%	-1.5	9%	-4%	2.0	-15
35	Nc1ncnc(Nc2ccccc2Cl)n1	7%	5%	2%	0.7	-11%	-2%	-0.8	0
36	CCCCCCCCCC[N+](C)(C)CC/C=C1/c2ccccc2Sc2ccc(Cl)cc21	-12%	-2%	-18%	-0.9	-10%	7%	-4.0	19
37	O=C(O)CCCn1cc(NC(=O)c2c(F)cccc2F)cn1	1%[57.1 µM]	12%	-22%	-2.0	13%	11%	0.9	14
38	Cc1c(C(=O)O)oc2ccc(S(=O)(=O)N3CCCC3)cc12	-5%	2%	-3%	3.6	-22%	18%	0.4	3
39	Cc1cccc(C)c1NC(=O)C(C1CC1)n1c(=O)c(-c2cc3ccccc3[nH]2)nc2ccccc21 (centres undefined)	-13%	14%	-19%	nt	-3%	13%	0.7	1
40	Cc1noc(COc2ccccc2OCC(O)CNC(C)(C)C)n1 (centres undefined)	0%	1%	-2%	-4.6	-5%	-5%	-2.3	-5
41	CCC(CC)c1nnc(NC(=O)Cc2ccccc2[N+](=O)[O-])s1	0%	4%	?	-2.9	4%	-7%	5.3	2
42	COc1ccccc1Cn1c(=O)oc2ccc(C)cc21	3%[57.1 µM]	6%	7%	2.1	-14%	-7%	-2.0	-1
43	COc1cccc(NC(=O)CN(C)C(=O)c2cc(-c3ccco3)nc3ccccc23)c1	-16%[11.6 µM]	8%	-19%	-2.3	-14%	5%	2.6	-60*
44	c1ccc(-c2oc3ncnc(NCCN4CCOCC4)c3c2-c2ccccc2)cc1	-16%	12%	7%	0.6	0%	23%	-2.3	nt
45	Cc1cc2nc(N=C(N)N)nc(C)c2cc1C	77%[activator]	11%	-8%	1.8	-8%	-14%	-0.2	-3
46	O=C(c1cc(-c2cccnc2)nc2ccccc12)N1CCN(S(=O)(=O)c2cccs2)CC1	-7%	-4%	1%	1.9	0%	-20%	1.3	2
47	CCC1=C(OC(=O)N(CC)CC)N2C(=O)OC(=NCC3CC3)[C@]2(Cc2ccccc2)[C@H]2C1=CC[C@H]1C(=O)NC(=O)[C@H]12	12%	-4%	3%	1.7	2%	0%	-0.5	7
48	CCOc1ccc(N=Nc2c(=O)[nH]n3c(=O)c4c([nH]c23)CCCC4)cc1	-31%	-13%	?	-4.6	-27%	-8%	0.4	?
49	Cc1ccc(C)c(NC(=O)C2(C)CCN2C(C)C)c1 (centres undefined)	6%	1%	-2%	-1.8	-1%	-17%	0.1	1
50	COC(=O)c1ccc(CNC(=O)CSc2nnc(COc3ccccc3)n2C)o1	9%	5%	-2%	-1.3	3%	-2%	-0.1	3
51	O=C(c1cc(Cl)nc2ccccc12)N1CCN(S(=O)(=O)c2ccccc2[N+](=O)[O-])CC1	-5%	-3%	1%	0.5	-1%	-4%	0.2	0
52	NC(=O)C1CCCN(C(=O)c2ccc3c(c2)NC(=O)CS3)C1 (centres undefined)	6%	-5%	3%	-1.6	-3%	-5%	0.1	-4
53	NC(=O)c1ccccc1NC(=O)CSc1cn[nH]n1	-1%[57.1 µM]	0%	0%	0.5	10%	5%	-0.9	7
54	COc1ccc(-c2ccc(CCC(=O)O)n2CC(=O)Nc2ccccc2C)cc1	6%[57.1 µM]	12%	0%	-1.0	22%	0%	0.8	-9
55	Cc1cc(NC(=O)CSc2ncc(CO)n2Cc2ccc(F)cc2)no1	2%	2%	-11%	-2.7	10%	12%	-1.7	8
56	CCOc1ccc(C(=O)NCc2ccccc2OC)cc1	-4%[57.1 µM]	-4%	0%	2.2	22%	-5%	0.6	2
57	CS(=O)(=O)c1cccc(S(=O)(=O)N2CCCCCC2)c1	4%	9%	-6%	0.4	-3%	3%	-0.6	5
58	CCn1cc(/C=C(\NC(=O)c2ccccc2OC)C(=O)NCCCN2CCOCC2)c2ccccc21	-2%[57.1 µM]	3%	-4%	-1.4	3%	1%	-3.1	-1
59	O=C(Nc1ccccc1C(=O)N/N=C/c1ccccc1)c1ccco1	2%[57.1 µM]	13%	0%	0.8	1%	10%	-0.8	-1
60	Cc1ccc(CSCC(=O)N2CCN(Cc3ccc4c(c3)OCO4)CC2)cc1	-17%	1%	-3%	-0.6	-14%	1%	1.2	7
61	COc1cccc(CC(Cc2nc3ccccc3[nH]2)c2nc3ccccc3[nH]2)c1 (centres undefined)	-1%	4%	4%	-1.6	0%	8%	-2.0	5
62	CCN(CC(=O)NCc1cccs1)C(=O)c1cccc(S(=O)(=O)Nc2ccc(F)cc2)c1	-3%	2%	-6%	-1.8	-18%	-14%	0.1	0
63	COc1ccccc1-n1nnnc1SC(C)C(=O)NC1CCCC1 (centres undefined)	13%	3%	-14%	-3.7	-5%	7%	-4.1	-6
64	N#Cc1nc(-c2ccco2)oc1NCc1ccco1	0%	4%	-11%	0.6	-1%	2%	-2.9	nt
